V-ATPase pHluor: regulators of yeast V-ATPase proton transport; S. cerevisiae, pHLuorin cytosolic pH fluorescence; response, % at 10 µM; actives 0.37% (n = 350,000); AID 504577; in the data active = response mostly above about 7.3%, no sharp cut-off; inactive = mostly below about 5.4%; also: actives read high; inactives centre near 0; some compounds called inactive have numbers as strong as hits; reference of the scale not given here
CAL PDZ FP-1: human CAL PDZ-peptide interaction inhibition | Q9HD26 | purified CAL PDZ, TMR-peptide fluorescence polarization, 1 h | inhibition, % at 20 µM | actives 0.02% (n = 330,000) | AID 504414;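 active = highest replicate inhibition of at least 40%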;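 also: plate controls were DMSO neutral control wells for no effect and unlabeled competitor peptide control wells for full effect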
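material = purified tagged CAL PDZ domain construct (CerCALP) | compound dosing = 20 µM, one dose | times = 1 h at RT | measured by = fluorescence polarization from S- and P-plane intensities, G-factor corrected | read-out = inhibition from polarization loss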
dFosB activator: enhances mouse delta FosB homodimer DNA binding; purified delta FosB, TAMRA-CDK5 oligo fluorescence polarization; percent of positive-control signal above neutral wells; actives 0.99% (n = 340,000); activation, % at 25 µM; AID 493131;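 active = mean activation above about 17%, with every replicate also reaching it, limit read from the data, passing the limit was not always enough; inconclusive = only one of the two conditions met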;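 also: fluorescence polarization rise as delta FosB binds a TAMRA Cdk5 AP-1 oligo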
Target sequence (P13346 whole entry, looked up): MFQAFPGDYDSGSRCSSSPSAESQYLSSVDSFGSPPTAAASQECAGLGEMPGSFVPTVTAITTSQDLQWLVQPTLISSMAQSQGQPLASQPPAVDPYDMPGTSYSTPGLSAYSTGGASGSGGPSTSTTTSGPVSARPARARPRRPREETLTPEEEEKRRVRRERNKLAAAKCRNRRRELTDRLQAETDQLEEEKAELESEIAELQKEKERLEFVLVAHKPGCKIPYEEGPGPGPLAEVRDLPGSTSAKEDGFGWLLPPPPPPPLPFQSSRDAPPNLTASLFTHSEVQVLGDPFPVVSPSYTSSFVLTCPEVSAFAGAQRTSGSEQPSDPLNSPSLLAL
Wnt bcat act: activators of Wnt/beta-catenin signaling | Wnt/beta-catenin reporter cell assay, activator, plate reader | activation, % at 9.35 µM | actives 1.2% (n = 300,000) | AID 743398; in the data active = activation above about 30%, passing the limit was not always enough; inconclusive = no clear call, values can overlap the other calls;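 also: 0% = neutral control wells and 100% = positive control wells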
Rtt109 HAT inh: C. albicans Rtt109 histone acetyltransferase inhibition. Q5AAJ8. purified Rtt109/Vps75, ThioGlo CoA-SH fluorescence, 4 h. inhibition, % at 34.9 µM. actives 0.16% (n = 330,000). AID 540336;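 active = inhibition of at least 50% in every replicate; inconclusive = best replicate reaches 50% inhibition but some replicates fall short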
Target sequence (Q5AAJ8 whole entry, looked up): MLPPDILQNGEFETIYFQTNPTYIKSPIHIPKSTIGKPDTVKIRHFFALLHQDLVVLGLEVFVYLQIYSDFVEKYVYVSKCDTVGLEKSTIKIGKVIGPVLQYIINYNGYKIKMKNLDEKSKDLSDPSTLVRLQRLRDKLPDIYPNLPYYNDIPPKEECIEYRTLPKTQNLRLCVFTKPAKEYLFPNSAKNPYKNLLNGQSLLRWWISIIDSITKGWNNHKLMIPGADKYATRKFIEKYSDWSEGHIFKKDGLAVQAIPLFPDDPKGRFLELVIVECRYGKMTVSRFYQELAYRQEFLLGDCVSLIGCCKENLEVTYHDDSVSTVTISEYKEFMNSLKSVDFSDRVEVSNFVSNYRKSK
CAL PDZ FP-2: inhibitors of human CAL PDZ peptide binding; AID 602252; inhibition, % at 24.9 µM; actives 0.92% (n = 300,000); Q9HD26; purified CAL PDZ, TMR-peptide fluorescence polarization, 1 h;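 active = mean inhibition of at least 30% with at least half of replicates also reaching 30%; inconclusive = no clear call, values can overlap the other calls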;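 also: 0% = DMSO neutral control and 100% = excess unlabeled competitor peptide PRC23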
RTF Ca sens act: increases calcium sensitivity of human cardiac regulated thin filaments; P19429+P45379; IANBD-labeled TnC RTF fluorescence at EC20 calcium; 0% EC20 calcium, 100% full calcium; activation, % at 7.2 µM; actives 0.24% (n = 340,000);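 active = activation above the mean over all tested compounds plus 3 SD, cut at about 30% in these data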;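 also: rise in fluorescence read as greater calcium sensitivity of cardiac thin filaments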
CDK5 p35 inh: CDK5/p35 (human) kinase inhibition. Q00535+Q15078. inhibition, % at 10 µM. Recombinant CDK5/p35, ADP-Glo luminescence, 60 min. actives 0.01% (n = 330,000);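 active = highest replicate inhibition of at least 50% and at least 75% of replicates reaching 50%; inconclusive = only one of the two criteria met; inactive = both criteria failed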;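 also: plate controls were DMSO neutral control for no effect and GW8510 at 10 µM for full effect; many of its hits are not listed in these tables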
MITF TRPM1 HTS: activators of MITF-driven TRPM1 promoter activity in SK-MEL-5 cells; activation, % at 12.5 µM; SK-MEL-5 TRPM1-promoter luciferase, 24 h; % of positive control, neutral wells = 0; actives 0.75% (n = 300,000);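 active = mean activation of at least 80% with every replicate also reaching 80%; inconclusive = mean reaches 80% but some replicate falls short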;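 also: 0% = neutral control wells and 100% = parthenolide positive control wells; values of inactives mirror those of a sister screen read the other way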
Tat export inh: inhibitors of E. coli Tat protein transport | inhibition, % at 10 µM | actives 0.036% (n = 340,000) | E. coli MC4100 TorA-mCherry Tat export, fluorescence;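 active = mean replicate inhibition at least 50% and at least half of replicates individually reaching 50%; inconclusive = only one of the two criteria met; inactive = neither criterion met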;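 also: exported cargo escapes ClpAP degradation while cytoplasmic cargo is degraded and loses fluorescence; 0% = median of neutral control wells and 100% = median of NaSCN control wells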
* hit, by the source's call; u = inconclusive; x = not tested or not shown.

SMILES	V-ATPase pHluor	CAL PDZ FP-1	dFosB activator	Wnt bcat act	Rtt109 HAT inh	CAL PDZ FP-2	RTF Ca sens act	CDK5 p35 inh	MITF TRPM1 HTS	Tat export inh
CCNc1nc(NC(C)C)nc(Oc2ccc(=O)n(C)n2)n1	0	x	7	-1	-1	-6	-2	-0.2	-4	-2
CN(C)C(=O)CSc1ccc(S(=O)(=O)N2CCCC2)cn1	-1	0.3	6	4	2	-6	-4	0.5	-5	-4
CCCCNC(=S)N1CCn2cccc2C1c1ccc(F)cc1 (stereo not given)	3	-0.8	-8	1	4	-5	-1	1.7	1	0
COc1cccc(N2C(=NC(=O)CCC3CCCC3)SC3CS(=O)(=O)CC32)c1 (stereo not given)	3	-1.5	-7	-2	0	0	-4	-1.7	9	0
N#CC1=C(SCc2ccccc2)NC(=O)C(C#N)C12CCCC2 (stereo not given)	0	0.3	0	-3	7	-3	-6	0.8	11	-9
CC1=C(C(=O)N(C)C)C(c2cccc(Cl)c2)NC(=O)N1 (stereo not given)	-3	-1.3	1	x	-38	-1	11	-0.1	-6	-3
COc1cc2ncnc(NCc3cccc(Cl)c3)c2cc1OC	-1	-3.5	-6	-2	13	x	1	0.6	0	-4
COc1ccc(N2CCN(C(=O)c3ccc(C)cc3Cl)CC2)cc1	0	0.0	-5	x	-7	-3	3	2.2	3	-7
Cc1ccc(CN2C(=O)CCC2C(=O)NC2CC2)cc1 (stereo not given)	4	-2.4	-9	x	3	-5	2	0.3	-10	9
O=C(CCn1c2c(c3ccccc31)CCCC2)NNC(=O)c1ccc([N+](=O)[O-])cc1	2	-0.3	-1	x	-5	-9	7	-0.6	-4	2
CN(C)C=NC(=O)c1ccc([N+](=O)[O-])c(CS(=O)(=O)c2ccc(Cl)cc2)c1	6	-0.5	-6	x	13	-3	-5	0.4	2	11
CCc1nc(C)cn1S(=O)(=O)c1cc(Cl)c(OC)cc1Cl	0	-0.8	-2	x	-4	-5	5	1.7	6	-1
CCSc1ccc(C(=O)Nc2ccc(Br)cn2)cc1[N+](=O)[O-]	-4	0.0	19*	8	-2	39*	-2	-0.7	24	-12
Nc1ncnc2c1ncn2[C@@H]1O[C@H](CNS(=O)(=O)CCCCl)[C@@H](O)[C@H]1O	6	0.3	1	-1	-5	-3	5	-2.9	3	1
Cc1ccc(S(=O)(=O)N2CCCCC2)cc1NC(=O)COC(=O)Cc1ccc(Cl)cc1	0	-0.9	3	-5	-3	0	-4	-2.0	-3	8
CCOc1ccc(N(Cc2cc3cc(OC)ccc3[nH]c2=O)S(C)(=O)=O)cc1	1	-4.6	-16	x	5	-1	-1	0.1	x	9
CCCN1C2CCCC1CC(NC(=S)Nc1cccc(C)c1C)C2 (stereo not given)	-1	-2.1	-4	-1	-7	4	-1	0.6	5	-2
COc1cccc(CC(=O)Nc2cccc3ccccc23)c1	3	-1.6	-32	-1	-8	27	-1	-0.7	-3	-5
CCn1c(SC)nnc1-c1nnc(SC)n1CC	0	0.2	3	x	-18	-1	-1	1.3	-3	-2
COc1ccc(-c2cn(-c3ccc(OC)cc3)c(=S)[nH]2)cc1	-1	-2.1	-4	10	4	-1	-4	-1.0	-10	2
CC1(C)CC(=O)C(C=Nc2ccc(O)c(N=CC3=C(O)CC(C)(C)CC3=O)c2)=C(O)C1	2	-1.2	-7	5	3	-2	6	2.2	-9	4
Cc1c(C#N)c(NC(=O)C(C)C)n(Cc2ccccc2)c1C	-1	-2.1	-1	-2	7	-2	3	3.0	-1	4
O=c1c(/C=N/Nc2ccccc2)c(Sc2nnnn2-c2ccccc2)nc2ccccn12	3	-0.1	-5	2	6	-4	32*	0.4	x	-9
S=c1[nH]nc(-c2ccccc2)n1/N=C/C=C/c1ccco1	0	-1.5	-8	1	0	1	7	3.8	-3	0
CC(=O)Nc1ccc(NC(C)=O)s1	-2	1.0	-9	x	-5	3	1	-0.8	10	4
N/C(=N\N=C\c1ccnc2ccccc12)SC1CC(=O)N(c2ccc(Br)cc2)C1=O (stereo not given)	5	-0.5	7	x	4	-2	-2	-0.1	-9	-1
CSCC[C@@H](C(=O)NCCCCCCCCCCC(=O)N1CCNCC1)n1cc(CCO)nn1	1	0.6	-5	3	5	-1	0	0.1	7	4
CN(CCCC(=O)O)c1ccc(N=Nc2ccc([N+](=O)[O-])cc2)cc1	2	1.8	-4	29	10	1	-12	9.4	12	-2
COc1ccccc1-c1cc(C(=O)NCc2ccc(Cl)cc2)no1	-1	-0.6	-11	x	2	x	-1	-1.7	20	3
Clc1ccc(Cn2ncc3c(N4CCOCC4)ncnc32)cc1	3	0.2	-8	0	3	-1	1	0.4	x	-11
CCOc1ccc(Cc2nn[nH]n2)cc1	-1	-1.2	-1	-1	7	-6	-6	-0.5	x	-2
COc1ccccc1/C=C/CN1CCCCC1	-3	0.7	-4	-1	-11	0	-1	0.2	x	-11
O=C(O)c1ccccc1C(=O)Nc1ccc(Br)c(C(F)(F)F)c1	3	0.7	0	-3	7	-5	-8	0.9	x	2
CC(Oc1ccc2c3c(c(=O)oc2c1)CCC3)C(=O)NCc1ccccn1 (stereo not given)	4	-0.9	-5	-1	4	-2	-2	-0.9	1	2
COc1ccccc1C(=O)NC(=O)COC(=O)Cc1ccc(F)cc1	7	-1.2	8	3	16	-2	2	-0.9	8	9
Cc1ccn2c(/C=N/OCc3cccc(F)c3)c(-c3ccc(Cl)cc3)nc2c1	6	0.4	-2	x	9	x	-3	1.6	6	-11
COc1ccc(CCNC(=O)Cn2nnc(-c3cccc(OC)c3OC)n2)cc1OC	-2	-0.8	-8	2	9	-5	0	2.2	8	-4
CCOc1ncccc1C(=O)OCC(=O)NC(=O)c1ccccc1	5	-0.5	0	-4	-14	-5	3	-1.5	0	-2
Brc1ccc(OCCn2ccnc2)cc1	0	-0.6	-1	5	9	-4	2	-0.9	1	2
O=C(c1ccc(CN2CCOCC2)cc1)N1CCN(c2ccccc2F)CC1	-3	0.5	-12	-1	8	8	-3	0.3	-15	3
NC(=O)[C@@H]1CC2(CC(c3cccc(NC(=O)[C@H]4CCC(=O)N4)c3)=NO2)CN1C(=O)COc1ccc(Cl)cc1 (stereo not given in full)	3	0.9	-6	-4	1	0	3	0.9	-4	-4
CCOc1cc2[nH]c(=O)n(CCC(=O)NCCc3ccccc3)c(=O)c2cc1OCC	-3	-1.0	6	17	5	-5	-3	0.3	-4	-6
CC(=O)N1[C@H](Cc2ccccc2)C=C[C@]1(C)C(=O)NCCN1CCOCC1	3	-0.5	-1	1	-1	0	6	-0.5	4	-4
CN1CCC(C2(O)c3ccccc3CCc3ccccc32)CC1	-1	-0.4	-9	0	-11	3	2	0.2	9	-3
COc1cnn(-c2ccc(C)cc2)c(=O)c1Cl	1	0.7	-2	7	5	-1	4	-8.0	29	-5

Quoted at random: two records from the list, in no set order.
SMILES	V-ATPase pHluor	CAL PDZ FP-1	dFosB activator	Wnt bcat act	Rtt109 HAT inh	CAL PDZ FP-2	RTF Ca sens act	CDK5 p35 inh	MITF TRPM1 HTS	Tat export inh
CC(=O)N1[C@H](Cc2ccccc2)C=C[C@]1(C)C(=O)NCCN1CCOCC1	3	-0.5	-1	1	-1	0	6	-0.5	4	-4
COc1ccc(CCNC(=O)Cn2nnc(-c3cccc(OC)c3OC)n2)cc1OC	-2	-0.8	-8	2	9	-5	0	2.2	8	-4

Next section:
SMILES	V-ATPase pHluor	CAL PDZ FP-1	dFosB activator	Wnt bcat act	Rtt109 HAT inh	CAL PDZ FP-2	RTF Ca sens act	CDK5 p35 inh	MITF TRPM1 HTS	Tat export inh
O=C(CSc1nc2c(cnn2-c2ccccc2)c(=O)[nH]1)N1CCCCC1	5	-1.7	-20	3	47	x	1	0.8	1	5
CCN(CC)C(=O)c1ccccc1NC(=O)c1ccccc1C	4	x	4	-3	3	-6	-4	2.0	20	-6
CC(C)CNS(=O)(=O)c1ccc(CCC(=O)Nc2cc(Cl)ccc2Oc2ccccc2)cc1	0	0.1	-13	x	-10	-1	3	2.1	-10	3
O=C(OCn1nnc2ccccc2c1=O)c1cc(-c2ccccc2)nc2ccccc12	-4	-0.2	-3	1	13	5	0	1.9	6	5
COc1ccc(OCC(O)COc2ccc(OC)cc2)cc1	1	0.1	2	x	-4	-5	-1	0.4	-2	7
O=C(NCC(c1ccco1)N1CCCC1)c1cccc(NS(=O)(=O)c2ccccc2)c1 (stereo not given)	2	-2.3	1	-1	9	-6	0	-1.1	-5	5
O=C1CC(N2CCOCC2)C(=O)N1c1ccc2c(c1)OCO2 (stereo not given)	-3	-0.5	-3	-1	-14	-7	-5	0.1	5	-2
CCn1c(SCC(=O)N2CCCC2)nc2c(c1=O)SCC2	-7	-0.9	0	-4	-2	-5	-3	0.0	5	2
COc1ccc(NC(=O)CC(C)c2ccccc2)cc1S(=O)(=O)N1CCOCC1 (stereo not given)	3	-0.4	-7	1	7	5	6	0.7	-16	4
COc1ccc2c(c1)[nH]c1c(=O)n(CCN3CCOCC3)cnc12	-3	-1.8	1	0	2	-8	-4	-0.2	-13	-2
COC(=O)c1cccc(NC(=O)C2COc3ccccc3O2)c1C (stereo not given)	-2	-0.4	-1	6	2	-5	-7	-0.6	27	0
COc1ccc(OCc2nc(-c3ccc(F)c(F)c3)cs2)cc1	5	-1.2	5	0	4	x	2	1.1	9	-9
COc1ccc(N(CC(O)Cn2c(C)nc3ccccc32)S(=O)(=O)c2ccc(C)cc2)cc1 (stereo not given)	3	-0.3	-5	x	1	0	14	-2.1	1	-5
O=C(c1ccc(Cl)cc1)C1CCCN(Cc2ccc(Oc3ncccn3)cc2)C1 (stereo not given)	4	-3.4	-9	-6	41	-2	2	3.5	-4	4
NS(=O)(=O)c1cc(C(=O)OCC(=O)Nc2ccc3c(c2)OCO3)ccc1Cl	6	-1.4	6	-2	-3	-6	8	-1.1	-3	-6
CCOC(=O)c1cc(C)sc1N1C(=O)C2C3C=CC(C3)C2C1=O (stereo not given)	-1	-1.1	3	x	-6	x	-4	-0.3	8	-2
O=[N+]([O-])c1cccc(C=NN=C2c3ccccc3-c3ccccc32)c1	-3	-0.3	-2	-5	-1	-3	-3	3.6	21	1
Cc1cc2cc(C=C(C#N)C#N)c(Cl)nc2cc1C	3	-1.1	-3	2	-19	-2	18	-1.1	-13	0
CCOc1ccccc1CNCCNCC(C)O (stereo not given)	-1	-0.3	-2	-2	-11	-2	3	-5.5	-10	23
COc1ccc(NC(=O)CSc2nc(C(C)C)nc3c2c(=O)n(C)c(=O)n3C)c(OC)c1	-2	-0.8	-6	2	-23	3	-4	1.8	6	2
CC(=O)N/N=C(/C)c1ccc(NC(=O)c2csc(C)c2C)cc1	1	-1.9	-6	8	14	-5	-4	-0.3	u	2
COc1cc(NC(=O)Cc2ccc(OC)c(S(=O)(=O)N3CCOCC3)c2)c(OC)cc1Cl	0	-0.9	-9	-1	2	-3	1	-1.9	-12	5
CN1CCN(c2ccc(NC(=O)c3cc([N+](=O)[O-])ccc3N3CCOCC3)cc2)CC1	-2	-0.1	-6	-3	3	x	4	-2.2	0	5
